Screening data from PubChem.
TCR act = activators of T cell receptors; 330,000 tested, under 10 active; Potency, µM (doses to about 9.22 µM), inactives show at the top dose activation of IL-2 secretion, usual class: activators; primary human leukocytes, anti-CD3, IL-2 HTRF, 48 h; note: % of control where 0% means no effect
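Readout: HTRF IL-2, Eu-cryptate/d2 antibody pair, 320nm excitation, 665nm emission. Stimulus: a-CD3 beads, no co-stimulation. Cells: primary human leukocytes. Exposure: 48 hr with compound.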
a7 integrin act = activates integrin-mediated alleviation for muscular dystrophy. AID 624291. alpha7betagal myoblasts, beta-gal FDG fluorescence, 48 h. 350,000 compounds, 0.064% hits. Potency, µM (titrated, usually from 38.3 µM), without a hit: at the highest dose activation, usual class: activators;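 note: potency is the fitted concentration of half-maximal effect; 100% = response of the positive control SU9516; nearly all actives have a fitted effect of over 60% in size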
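alpha7betagal+/- myoblasts (passage 13, 250/well) treated 48 h at 37C with compounds at 1:260 dilution of DMSO stock. Lysed, then beta-galactosidase activity read as FDG fluorescence (ex 480/em 540) after 30 min, with pre-read for autofluorescence.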
Menin MLL FP TR = inhibitors of human menin-MLL interaction, mutant MLL peptide. O00255. Potency, µM (highest dose often 61.6 µM), inactives show at the highest dose FP activity change, negative = inhibition, actives largely listed as inhibitors. Menin + Texas Red MLL mutant peptide, fluorescence polarization. 270,000 compounds, 0.23% hits; active = well fitted inhibition curve with a large enough effect in the polarisation, with a control signal flat, not every such curve was filed as active; inconclusive = small, poorly fitted or top-dose-only effect, or effect the other way, or a change in a side signal; inactive = no such curve, though single readings can be large or run the other way; the % refers to the polarisation; note: potency is the fitted concentration of half-maximal effect; % of control where 0% means no effect; many of its hits are not listed in these tables
Target sequence (O00255 whole entry, looked up): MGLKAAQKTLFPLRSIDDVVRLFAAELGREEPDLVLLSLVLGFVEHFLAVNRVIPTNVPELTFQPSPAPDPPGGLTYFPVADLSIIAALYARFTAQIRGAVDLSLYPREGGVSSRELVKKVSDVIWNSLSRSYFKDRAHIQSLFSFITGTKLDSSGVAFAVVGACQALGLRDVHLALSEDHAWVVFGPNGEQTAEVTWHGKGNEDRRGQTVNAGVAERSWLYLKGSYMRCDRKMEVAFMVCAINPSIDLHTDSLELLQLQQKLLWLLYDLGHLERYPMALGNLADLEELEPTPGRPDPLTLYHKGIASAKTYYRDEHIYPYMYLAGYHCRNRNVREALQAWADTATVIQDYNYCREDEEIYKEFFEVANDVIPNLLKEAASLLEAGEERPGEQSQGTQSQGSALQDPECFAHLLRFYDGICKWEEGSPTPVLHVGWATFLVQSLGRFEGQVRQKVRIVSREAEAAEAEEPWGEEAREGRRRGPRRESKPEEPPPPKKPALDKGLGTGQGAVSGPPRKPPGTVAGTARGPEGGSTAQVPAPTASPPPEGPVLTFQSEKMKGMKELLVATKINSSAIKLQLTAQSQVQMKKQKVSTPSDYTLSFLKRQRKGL
ASM inhibitor = inhibitors of human secretory acid sphingomyelinase; P17405; placental ASM, HMU-PC fluorogenic substrate, 60 min; Potency, µM (doses to about 57.5 µM), without a hit: at the top dose activity change, negative = inhibition, most hits filed as inhibitors; 340,000 compounds, 0.006% hits; AID 504937; note: potency is the fitted concentration of half-maximal effect
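Human placenta-derived ASM preincubated with compound 10 min at room temperature, then reacted with 9 uM (final) fluorogenic HMU-PC substrate for 60 min at 37 C. Stop solution raises pH to 10; fluorescence read at Ex 386/Em 447 nm.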
TSG101-PTAP inh = blocks PTAP/TSG101 interaction to inhibit HIV-1 budding. Q99816. Fluorescence polarization, FITC-PTAP peptide / Tsg101 binding. Potency, µM (series often up to 115 µM), inactives show top-dose activity change, negative = inhibition, usual class: inhibitors. 340,000 tested, under 10 active. AID 493005; active = well fitted inhibition curve with a large enough effect in the main read-out, with a control signal flat, not every such curve was filed as active; inconclusive = small, poorly fitted or top-dose-only effect, or effect the other way, or a change in a side signal; inactive = no such curve, though single readings can be large or run the other way; note: potency is the fitted concentration of half-maximal effect; % of control where 0% means no effect
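FP read-out: FITC-PTAP peptide, 50 nM final, binding Tsg101 binding domain, 10 uM final; 20 min, r.t.; 10 mM HEPES pH 7.5, 0.15 M NaCl, 0.01% Tween 20, 3 mM EDTA, 0.1 mM TCEP.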
MBNL1 CUG block = blocks human MBNL1 binding to CUG repeat RNA | 280,000 compounds, 0.036% hits | TR-FRET MBNL1-His/biotin-(CUG)12 binding, 665/545 ratio | Potency, µM (series often up to 57.5 µM), without a hit: at the top dose activity change, negative = inhibition, actives largely listed as inhibitors; active = well fitted inhibition curve with a large enough effect in the signal ratio, with a control signal flat, not every such curve was filed as active; inconclusive = small, poorly fitted or top-dose-only effect, or effect the other way, or a change in a side signal; inactive = no such curve, though single readings can be large or run the other way; the % refers to the signal ratio; note: potency is the fitted concentration of half-maximal effect; % is set by controls: 0 for no effect and ±100 for the full control effect
Target sequence (Q9NR56 whole entry, looked up): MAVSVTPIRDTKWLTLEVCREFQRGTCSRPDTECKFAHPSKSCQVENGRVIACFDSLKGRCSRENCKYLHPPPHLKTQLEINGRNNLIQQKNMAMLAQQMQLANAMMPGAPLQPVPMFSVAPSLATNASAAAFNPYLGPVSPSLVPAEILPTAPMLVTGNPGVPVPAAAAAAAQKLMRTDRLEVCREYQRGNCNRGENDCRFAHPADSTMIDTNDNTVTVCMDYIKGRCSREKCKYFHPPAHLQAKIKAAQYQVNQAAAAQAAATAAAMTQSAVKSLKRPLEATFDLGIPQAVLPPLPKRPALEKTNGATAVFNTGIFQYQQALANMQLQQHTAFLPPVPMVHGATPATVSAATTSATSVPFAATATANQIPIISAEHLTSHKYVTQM
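Inhibition of protein-RNA binding appears as loss of TR-FRET between terbium anti-His antibody on MBNL1-His and streptavidin-XL665 on biotin-(CUG)12. Activity is normalized to buffer-only and uninhibited-complex controls.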
Mito fusion yeast = blocks mitochondrial division or promotes mitochondrial fusion; S. cerevisiae fusion-defective mutant growth rescue, CellTiterGlo 48 h; Potency, µM (doses to about 46.1 µM), inactives show at the top dose growth rescue (activation), most hits filed as activators; 320,000 compounds, 0.23% hits; AID 485298;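 note: potency is the fitted concentration of half-maximal effect; % of control where 0% means no effect; nearly all actives have a fitted effect of over 45% in size; temperature-sensitive fusion mutants such as fzo1-1 at 37 °C on non-fermentable ethanol glycerol medium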
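Yeast fusion mutant, YPEG (non-fermentable carbon), compound, 48 h at 37C non-permissive; CellTiterGlo added, 10 min RT, luminescence read. Rescued growth = division inhibition.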
TSHR antagonist = blocks TSH signaling through the human TSH receptor; P16473; TSHR-expressing cells, TSH-stimulated cAMP HTRF, 2 h; active compounds read low; activity change, negative = inhibition, % at 11.5 µM; 330,000 compounds, 0.2% hits;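 active = activity change below a set negative limit, meaning inhibition stronger than a set level, cut at about -70% in these data; inconclusive = activity change between two set negative limits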; note: % is set by controls: 0 for no effect and ±100 for the full control effect
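TSHR-expressing cells, 200/well, pre-treated with compound, then stimulated with EC80 TSH (4nM final) for 2 hours at 37 deg C. cAMP measured by competitive HTRF: anti-cAMP cryptate antibody in lysis buffer plus cAMP-d2, read after 30 minutes at room temperature.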
CXXC DNA block = inhibitors of human MLL CXXC domain-DNA interaction | MLL-CXXC / FITC-HOXA9 DNA fluorescence polarization | Potency, µM (doses to about 115 µM), for the others: top-dose activity change, negative = inhibition, hits mostly inhibitors | 290,000 compounds, 0.037% hits | AID 2662; active = well fitted inhibition curve with a large enough effect in the polarisation, with a control signal flat, not every such curve was filed as active; inconclusive = small, poorly fitted or top-dose-only effect, or effect the other way, or a change in a side signal; inactive = no such curve, though single readings can be large or run the other way; the % refers to the polarisation; note: potency is the fitted concentration of half-maximal effect
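Steps: dispense CXXC domain solution (7 uM) → pin compounds or unlabeled HOX-A9 DNA control → 5 min ambient → add FLSN-HOX-A9 solution (50 nM) → spin → 30 min ambient → fluorescence polarization. Tris pH 7.5/NaCl/DTT/BSA buffer.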
A-T KAP1 phos = potential ataxia-telangiectasia treatment; […] A-T fibroblasts, KAP-1 phosphorylation AlphaLISA; neocarzinostatin DNA damage 30 min before lysis; 320,000 compounds, 0.19% hits; Potency, µM (series often up to 57.5 µM), inactives show at the highest dose activation, usual class: activators; note: potency is the fitted concentration of half-maximal effect; % of control where 0% means no effect; nearly all actives have a fitted effect of over 45% in size
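ATM-like activity read as KAP-1 phosphorylation via AlphaLISA donor/acceptor antibody pairs after lysis and 6 hr at 25C. Cells were ATM-null patient fibroblasts ([…], hTERT), dosed 60 min, then exposed to the DSB inducer NCS for 30 min.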
Starred values were filed as active, the others as inactive; ? = inconclusive; / = not tested or not shown; [ ] = dose if it differs, or a comment. Unless noted, calls come from the whole dose curve; as a rule, active = well fitted curve in the direction sought with a large enough effect; inconclusive = small, poorly fitted or top-dose-only effect, or another doubt; inactive = no such curve, though single readings can be large; an effect the other way counts as inactive or inconclusive. Not all compounds are listed; rates above refer to the full screens.

1	COc1ccccc1NS(=O)(=O)c1ccc(N/N=C/c2ccccc2OCC(=O)O)c([N+](=O)[O-])c1
2	O=c1[nH]cc([N+](=O)[O-])cc1Br
3	CCCNC(=O)C(Cc1ccc(Br)cc1)NC(=O)c1ccc(C#N)cc1 (stereo not drawn)
4	COc1ccccc1OCCC(=O)OCC(=O)c1c(N)n(C)c(=O)n(C)c1=O
5	CCOC(=O)C1CCCN(C/C(O)=C(\C#N)c2nc(-c3ccccc3)cs2)C1 (stereo not drawn)
6	CC(C)c1ccc(NS(=O)(=O)c2ccc3c(c2)NC(=O)CO3)cc1

screen / no.	1	2	3	4	5	6
TCR act	2%	-1%[46.1 µM]	-1%	6%	-10%	6%
a7 integrin act	13%	-4%	19%	0%	16%	2%
Menin MLL FP TR	?	-7%	/	-2%	62%[activator]	/
ASM inhibitor	24%	-2%	-3%	-1%	1%	-3%
TSG101-PTAP inh	-5%	-6%	1%	-3%	-2%	-5%
MBNL1 CUG block	?	/	/	7%	9%	-2%
Mito fusion yeast	2%	0%	-9%	0%	1%	3%
TSHR antagonist	-6	2	32	-1	-3	-3
CXXC DNA block	-10%	1%	/	-4%	-8%	2%
A-T KAP1 phos	-2%	-7%	18%	1%	10%	0%

Reprinted from the part before: three compounds, followed by the next part.
4	COc1ccccc1OCCC(=O)OCC(=O)c1c(N)n(C)c(=O)n(C)c1=O
5	CCOC(=O)C1CCCN(C/C(O)=C(\C#N)c2nc(-c3ccccc3)cs2)C1 (stereo not drawn)
6	CC(C)c1ccc(NS(=O)(=O)c2ccc3c(c2)NC(=O)CO3)cc1
7	O=C(N/C(=C\c1ccco1)C(=O)N1CCCCC1)c1ccc([N+](=O)[O-])cc1
8	Cc1cccc(NC(=O)CCCN2C(=O)c3cccc4cccc(c34)C2=O)c1
9	Cc1nc2ccc(NC(=S)NC(C)C)cc2nc1C
10	COc1ccc(CC(=O)OCC(=O)NC2CCCCC2)cc1
11	Cc1[nH]c2ccccc2c1/C=C(/C#N)C(=O)NC(C)C
12	O=C(CCc1ccccc1)Nc1cc2c3c(c1)CC(=O)N3CCC2

screen / no.	4	5	6	7	8	9	10	11	12
TCR act	6%	-10%	6%	10%	-4%	2%	-5%	-1%	2%
a7 integrin act	0%	16%	2%	22%	28%	-35%	5%	-24%	?
Menin MLL FP TR	-2%	62%[activator]	/	/	18%	8%	/	11%	/
ASM inhibitor	-1%	1%	-3%	0%	?	15%	-1%	4%	-2%
TSG101-PTAP inh	-3%	-2%	-5%	0%	-4%	-8%	-5%	-2%	-4%
MBNL1 CUG block	7%	9%	-2%	/	3%	?	/	?	/
Mito fusion yeast	0%	1%	3%	/	-23%	-5%	-3%	15%	-12%
TSHR antagonist	-1	-3	-3	3	-6	10	2	-21	-10
CXXC DNA block	-4%	-8%	2%	/	-12%	-1%	/	9%	/
A-T KAP1 phos	1%	10%	0%	6%	8%	4%	2%	2%[11.5 µM]	11%

13	CCN(CC)CCNC(=O)c1cn(CC)c2ccc(S(=O)(=O)N3CCOCC3)cc2c1=O
14	Cc1ccc(C(C)C)c(OCC(=O)NS(=O)(=O)c2ccc(Cl)cc2)c1
15	O=C(Nc1ccccc1F)c1ccc(Cn2cc(Br)cn2)cc1
16	COc1cc(OC)cc(C(=O)O/N=C(\N)c2ccncc2)c1
17	CC(C)OC(=O)CSc1nnc(-c2ccc(Cl)cc2Cl)o1
18	C/C(=N\NC(=O)c1c(Cl)c(C)nn1C)c1cccc(NC(=O)COc2ccc(Cl)cc2)c1

screen / no.	13	14	15	16	17	18
TCR act	12%	3%	0%	5%	6%	5%
a7 integrin act	-19%	?	3%	7%	23%	-24%
Menin MLL FP TR	/	/	4%	-6%	-18%	9%
ASM inhibitor	2%	17%	-4%	-1%	0%	-11%
TSG101-PTAP inh	-6%	-3%	-4%	-2%	-1%	-3%
MBNL1 CUG block	-2%	-2%	-5%	-20%	-1%	2%
Mito fusion yeast	2%	1%	?	3%	2%	-2%
TSHR antagonist	-34	-9	-2	-11	5	0
CXXC DNA block	22%	0%	15%	3%	-1%	-19%
A-T KAP1 phos	-3%	5%	-1%	3%	2%	-5%

19	Cc1cc(CNC(=O)CCc2nnc(CCCCc3ccccc3)o2)nn1C
20	O=C(O)c1cccc2c1C(=O)N(C1CCCC1)C2
21	O=C(/C=C/c1ccccc1)OCCCN=C1NS(=O)(=O)c2ccccc21
22	O=C(Cc1ncc(C(F)(F)F)cc1Cl)NC1CC1
23	O=C(Nc1ccccc1)Nc1cccc2nsnc12
24	CCCNC(=O)CS(=O)(=O)Cc1nc(-c2cccc(OC)c2)oc1C

screen / no.	19	20	21	22	23	24
TCR act	3%	2%	-4%	-3%	0%	-2%
a7 integrin act	5%	?	-34%	9%	0%	4%
Menin MLL FP TR	-17%	17%	3%	-3%	?	-3%
ASM inhibitor	-1%	-1%	-7%	4%	-2%	-4%
TSG101-PTAP inh	0%	-10%	-4%	2%	-2%	-2%
MBNL1 CUG block	11%	4%	5%	2%	?	5%
Mito fusion yeast	1%	1%	1%	2%	10%	-6%
TSHR antagonist	-3	-17	-5	-28	6	14
CXXC DNA block	2%	-8%	1%	1%	-2%	1%
A-T KAP1 phos	-1%	4%	1%	4%	28%	-4%

Of the compounds above, these have fluorine.
15	O=C(Nc1ccccc1F)c1ccc(Cn2cc(Br)cn2)cc1
22	O=C(Cc1ncc(C(F)(F)F)cc1Cl)NC1CC1

screen / no.	15	22
TCR act	0%	-3%
a7 integrin act	3%	9%
Menin MLL FP TR	4%	-3%
ASM inhibitor	-4%	4%
TSG101-PTAP inh	-4%	2%
MBNL1 CUG block	-5%	2%
Mito fusion yeast	?	2%
TSHR antagonist	-2	-28
CXXC DNA block	15%	1%
A-T KAP1 phos	-1%	4%

(next part)
25	Cc1cc(=O)n(-c2ccc(O)cc2)[nH]1
26	Cc1cc(C)n(CC(C)NCc2cn[nH]c2-c2ccc(C)c(C)c2)n1 (stereo not drawn)
27	O=C1OC(c2cc(Br)c(O)c(Br)c2)c2ccccc21 (stereo not drawn)
28	Cc1cc2cc(C#N)c(N3CCOCC3)nc2cc1Cl
29	OC(COc1ccc(Cl)c2ccccc12)CN1CCN(c2ccccn2)CC1 (stereo not drawn)
30	CCn1nnnc1NCc1c(OC)ccc2ccccc12

screen / no.	25	26	27	28	29	30
TCR act	6%	0%	4%	-10%	-8%	/
a7 integrin act	-24%	-24%	?	3%	-59%[inhibitor]	0%
Menin MLL FP TR	2%	?	/	-7%	-1%	-7%
ASM inhibitor	1%	-1%	-7%	61%[activator]	-8%	3%
TSG101-PTAP inh	-10%	-2%	-17%	0%	-7%	-5%
MBNL1 CUG block	-2%	-2%	/	29%	1%	6%
Mito fusion yeast	-10%	0%	/	12%	-21%	-10%
TSHR antagonist	29	7	/	11	5	3
CXXC DNA block	9%	4%	/	?	-8%	19%
A-T KAP1 phos	-8%	1%	/	37%	11%	2%

31	Cc1ccc(NC(=O)CS(=O)CC(=O)NC2CCN(Cc3ccccc3)CC2)c(C)c1 (stereo not drawn)
32	CC(C)(C)C(=O)Cn1nc(Cl)nc1Cl
33	CC(=O)Nc1ccc(-c2nc3ccc(NC(C)=O)cc3o2)cc1
34	COc1ccc(N2C(=NC(=O)C3CCCCC3)SC3CS(=O)(=O)CC32)cc1Cl (stereo not drawn)
35	COc1ccc(OCCN(C)Cc2ccccc2)cc1

screen / no.	31	32	33	34	35
TCR act	2%	-6%	0%	2%	4%
a7 integrin act	2%	0%	?	?	-2%
Menin MLL FP TR	2%	-1%	?	11%	-1%
ASM inhibitor	2%	0%	2%	-1%	3%
TSG101-PTAP inh	-5%	-1%	2%	-5%	-5%
MBNL1 CUG block	3%	/	7%	4%	?
Mito fusion yeast	-1%	-2%	7%	2%	0%
TSHR antagonist	-8	11	-5	-9	11
CXXC DNA block	-2%	?	7%	1%	0%
A-T KAP1 phos	1%	-1%	5%	-6%	1%
